# Screens (PubChem BioAssay)
# CHOP UPR activ: activators of apoptotic arm of unfolded protein response (CHOP); CHO-CHOP luciferase reporter, UPR activation, luminescence; percent of tunicamycin response over DMSO baseline; activation, % at 10 µM; hit rate 0.34% among 330,000;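 active = at 10 µM dose, activation of 40% or more, normalized to positive control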;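 note: 100% = tunicamycin at 10 µg/mL and 0% = DMSO alone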
#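 Assay system: CHO-CHOP cells, stable luciferase reporter of PERK-eIF2a-CHOP signalling / Buffer or medium: F12 plus 10% serum / Compound dosing: one dose, 10 µM in 0.5% DMSO / Times: 6 h compound treatment, 37 °C / Technique: luciferase luminescence / Read-out: % reporter activation, DMSO baseline versus tunicamycin full activation / Benchmarks: tunicamycin and DMSO controls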
# XBP1 UPR activ: adaptive UPR (XBP1) activation. CHO-XBP1 luciferase reporter, IRE1-XBP1 UPR activation, luminescence; percent of tunicamycin response, DMSO as zero. activation, % at 20 µM. hit rate 0.33% among 330,000;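 active = versus positive control, 20 µM dose yields 30% or more activation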;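 note: 100% = tunicamycin at 10 µg/mL and 0% = DMSO only wells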
#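 Material – CHO cell line with stable XBP1 luciferase reporter · Buffer or medium – F12 plus 10% FBS · Compound – single point, 20 µM final compound, 1% DMSO · Schedule – 16-18 h cell attachment at 37 °C, then 6 h compound exposure · Signal – Steady-Glo luminescence read · Benchmarks – high control tunicamycin 10 µg/mL final, low control DMSO vehicle only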
# TIM10 inh: inhibits growth of TIM10 yeast strain; inhibition, % at 10 µM; hit rate 1.4% among 330,000; S. cerevisiae TIM10 strain growth, BacTiter-Glo luminescence, 24 h; AID 463195;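 active = inhibition of 40% or more at the single tested concentration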;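 note: wild-type TIM10 isogenic control strain grown at permissive 25 °C; 0% = DMSO yeast wells and 100% = minimal medium wells without yeast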
# Mdm2 MdmX PPI: inhibitors of human Mdm2/MdmX interaction; O15151+Q00987; hit rate 3% among 330,000; AID 485346; inhibition, % at 8 µM; SaOS-2 split-luciferase Mdm2/MdmX complementation, luminescence;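 active = inhibition of at least 50% at 8 µM in the primary screen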
# Target sequence (O15151 whole entry, looked up): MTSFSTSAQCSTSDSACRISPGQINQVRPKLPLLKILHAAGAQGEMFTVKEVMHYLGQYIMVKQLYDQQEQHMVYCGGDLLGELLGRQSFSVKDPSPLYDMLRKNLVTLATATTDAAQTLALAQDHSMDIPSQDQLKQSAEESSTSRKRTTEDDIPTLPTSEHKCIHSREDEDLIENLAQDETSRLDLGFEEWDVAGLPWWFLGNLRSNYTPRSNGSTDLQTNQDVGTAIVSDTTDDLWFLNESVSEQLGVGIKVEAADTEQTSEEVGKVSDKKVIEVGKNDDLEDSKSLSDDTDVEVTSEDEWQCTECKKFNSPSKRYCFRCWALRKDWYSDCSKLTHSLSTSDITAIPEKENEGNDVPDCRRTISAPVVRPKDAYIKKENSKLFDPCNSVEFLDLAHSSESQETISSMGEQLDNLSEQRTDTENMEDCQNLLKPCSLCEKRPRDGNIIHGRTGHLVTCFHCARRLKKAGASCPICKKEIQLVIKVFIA
# Target sequence (Q00987 whole entry, looked up): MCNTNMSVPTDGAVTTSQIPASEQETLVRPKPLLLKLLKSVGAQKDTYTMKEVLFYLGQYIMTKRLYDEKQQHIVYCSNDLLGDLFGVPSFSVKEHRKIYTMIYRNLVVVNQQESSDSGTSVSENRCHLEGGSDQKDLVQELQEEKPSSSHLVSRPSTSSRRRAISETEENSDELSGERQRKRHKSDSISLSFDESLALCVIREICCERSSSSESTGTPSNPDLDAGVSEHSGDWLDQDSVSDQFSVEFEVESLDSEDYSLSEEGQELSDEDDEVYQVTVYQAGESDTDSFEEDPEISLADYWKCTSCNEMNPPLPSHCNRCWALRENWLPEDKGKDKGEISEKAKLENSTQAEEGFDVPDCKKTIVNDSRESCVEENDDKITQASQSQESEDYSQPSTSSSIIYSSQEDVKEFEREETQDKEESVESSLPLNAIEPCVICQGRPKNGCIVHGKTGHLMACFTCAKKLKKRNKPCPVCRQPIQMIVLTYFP
# tim23-1 inh: growth inhibitors of tim23-1 mutant yeast. S. cerevisiae tim23-1 growth, BacTiter-Glo luminescence, 24 h. inhibition, % at 20 µM. hit rate 1.3% among 330,000. AID 463212;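 active = growth inhibition of the mutant yeast at or above 50%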;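 note: temperature-sensitive mutant grown at 25 °C; plate controls were DMSO-treated mutant yeast for no effect and medium wells lacking yeast for full effect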
# tim10-1 inh: tim10-1 yeast growth inhibition | S. cerevisiae tim10-1 ts strain growth, BacTiter-Glo, 24 h | inhibition, % at 20 µM | hit rate 2.2% among 330,000 | AID 463190;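 active = inhibition of at least 40%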;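 note: mutant grown at 25 °C; 0% = DMSO wells with yeast and 100% = wells holding no yeast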
# Jurkat NFkB inh: lowers PMA/ionomycin-induced NF-kB signal in Jurkat cells | PMA/ionomycin-induced NF-kB luciferase reporter, luminescence | inhibition, % at 4 µM | hit rate 0.53% among 330,000 | AID 435003; in the data active = inhibition above about 50%
# 697 NFkB inh: inhibitors of the PMA/ionomycin-induced NF-kB reporter in 697 B cells. 697 B-cell NF-kB luciferase reporter, 16 h. inhibition, % at 4 µM. hit rate 0.33% among 330,000; in the data active = inhibition above about 35%
# Numbers without * were called inactive. Not a hit list; any-hit rate near 6.6%.
canonical_smiles,CHOP UPR activ,XBP1 UPR activ,TIM10 inh,Mdm2 MdmX PPI,tim23-1 inh,tim10-1 inh,Jurkat NFkB inh,697 NFkB inh
CCOC(=O)C1CCN(c2c(NCCN3CCCCC3C)c(=O)c2=O)CC1 (stereo not drawn),-0.4,-2,-2,-13,-20,-1,-5,5
COc1ccccc1NC(=O)C[n+]1ccccc1C,-0.7,-5,1,11,-1,8,-13,9
COc1ccccc1OCC(=O)Nc1nc2c(s1)CCCC2,0.3,-3,7,51*,31,0,-41,-276
O=C(CCNS(=O)(=O)c1cccs1)N1CCN(c2ccc(F)cc2)CC1,2.7,-1,-19,0,-90,4,9,-6
CCn1c(SCC(=O)N2CCN(c3ccccc3)CC2)nc2c(c1=O)SC(C)C2 (stereo not drawn),3.0,-2,-9,6,-8,2,5,-32
CCOC(=O)N1CCN(C(=S)NC)CC1,2.7,0,9,4,6,11,-4,-3
Cc1c(N2C(=O)CSC2c2ccccc2)c(=O)n(-c2ccccc2)n1C (stereo not drawn),-0.2,-1,-5,7,26,-13,-13,3
Cc1cccc2c1-c1sc(C(=O)N3CCc4ccccc4C3)cc1CO2,-1.8,0,8,17,19,24,-1,3
COc1ccc(C(=O)COc2nc(C)cc(C)c2C#N)cc1,-0.2,-2,26,2,11,36,1,-4
COc1ccccc1-c1nc(SCC(=O)N(C)c2ccccc2)c2c(=O)n(C)c(=O)n(C)c2n1,-0.9,2,7,44,13,25,0,19
c1ccc(CCNCC2COc3ccccc3O2)cc1 (stereo not drawn),2.8,7,7,-14,11,-15,-18,-7
CCN1CCN(CCCNC(=O)c2ccc3c(=O)n(CCc4ccccc4)c(=O)[nH]c3c2)CC1,3.2,1,-11,12,-2,-3,-20,8
CC(=O)c1cc(C#N)c(Oc2cc(C)cc(C)c2)nc1C,1.3,-1,-21,-9,13,-9,19,-9
O=C(Nc1nc2ccccc2[nH]1)c1cccc(S(=O)(=O)N2CCOCC2)c1,7.6,2,2,-2,28,19,-29,-17
Cc1ccc(-n2nc(N)c3c(=O)oc(N(C)C)nc32)cc1,-0.4,-3,12,-5,2,19,2,1
CC(=O)NS(=O)(=O)c1ccc2sc(C)nc2c1,-2.8,-4,-12,20,4,0,-12,-1
O=C1N/C(=N/Nc2ccccc2)S/C1=C\c1ccccc1,1.6,1,7,2,37,29,3,0
Cn1c(=O)[nH]c(=O)c2c1nc(N1CCNCC1)n2CCOc1ccccc1,-1.7,-1,2,26,10,8,7,19
O=C1CCC/C1=c1\s/c(=C\c2cccnc2)c(=O)n1-c1ccccc1,-2.1,6,8,20,25,19,3,25
S=c1[nH]ncn2c1cc1oc3ccccc3c12,4.5,1,-6,-15,-34,13,-18,-8
O=C(NCCCN1CCOCC1)C(=O)NCC1OCCN1S(=O)(=O)c1ccc(Br)cc1 (stereo not drawn),0.5,-2,-3,47,3,9,-17,-4
O=C(CCN1CCCCC1)c1ccc2c(c1)OCO2,-0.2,-6,11,-32,18,31,3,-21
O=C(Oc1ccc(Cl)c2cccnc12)N1CCOCC1,-0.8,-1,-1,3,20,11,0,13
c1ccc(-c2cc3cc4c(cc3cn2)OCO4)cc1,2.0,1,-17,-181,62*,-32,-127,-185
COc1cccc(CN(C(=O)COc2ccc(C)cc2)C2CCS(=O)(=O)C2)c1 (stereo not drawn),2.9,-3,3,-5,22,25,15,11
CC(=O)c1ccc(N2C(=O)[C@@H]3C(CCC(N)=O)NC4(C(=O)Nc5c4ccc(Cl)c5C)[C@@H]3C2=O)cc1 (stereo partly drawn),2.0,-4,11,2,9,15,11,17
CCOc1ccc(NS(=O)(=O)c2ccc(OCC(=O)NCc3ccncc3)cc2)cc1,1.0,-5,6,15,-9,4,2,26
OCC1CCCCN1C(=S)Nc1cccc(Cl)c1 (stereo not drawn),-0.1,1,-1,-36,8,7,-1,-10
COc1cc(CNCCCN2CCOCC2)cc(Br)c1OCC(=O)N1CCCCC1,0.5,1,-4,-20,-8,4,-5,17
COC(=O)C1=C(CN2CCSCC2)NC(=O)NC1c1cc(C)ccc1C (stereo not drawn),-1.6,-2,10,6,18,18,5,23
CN(CC(=O)Nc1ccc(Cl)c(Cl)c1)C(=O)CN1C(=O)NC2(CCCC2)C1=O,0.4,-2,1,7,13,9,20,20
COc1c(C)cccc1C(=O)Nc1ccc(OCC(=O)N2CCOCC2)cc1C,0.7,-1,7,-7,20,9,6,18
O=C(Nc1ccc2c(c1)CCC2)c1cc(F)cc(F)c1,6.7,1,0,-130,24,10,-99,-86
N#Cc1ccccc1NC(=O)c1cccc(COc2ccc(Cl)cc2Cl)c1,-0.1,-2,-19,-131,-17,19,-64,-135
COC(=O)CC1C(=O)NCCN1C(=S)NC(=O)c1sc2ccccc2c1Cl (stereo not drawn),-1.5,2,-2,0,8,-12,0,13
O=C1CCC(=O)N1c1ccc(S(=O)(=O)Nc2cccc([N+](=O)[O-])c2)cc1,-1.0,-1,-1,-3,-2,-1,2,5
Cc1ccc(C2(C)NC(=O)N(CC(=O)NC(=O)NC(C)(C)C)C2=O)cc1 (stereo not drawn),1.0,0,14,-16,16,13,-8,6
COc1ccc(C2/C(=C(/O)c3ccc(Cl)cc3)C(=O)C(=O)N2CCN2CCOCC2)c(OC)c1 (stereo not drawn),-1.4,-3,-9,7,14,12,2,10
COc1cc2[nH]c(=O)n(Cc3ccc(C(=O)NC4CCN(Cc5ccccc5)CC4)cc3)c(=O)c2cc1OC,0.1,1,10,12,-1,1,11,-17
O=C(NCCN1CCOCC1)c1ccccc1OCc1ccccc1,1.7,0,4,12,13,3,20,1

# One compound at a time, as listed above. Screens in order: CHOP UPR activ, XBP1 UPR activ, TIM10 inh, Mdm2 MdmX PPI, tim23-1 inh, tim10-1 inh, Jurkat NFkB inh, 697 NFkB inh
# COc1cc(CNCCCN2CCOCC2)cc(Br)c1OCC(=O)N1CCCCC1 in the list: 0.5, 1, -4, -20, -8, 4, -5, 17
# c1ccc(-c2cc3cc4c(cc3cn2)OCO4)cc1 in the list: 2.0, 1, -17, -181, 62*, -32, -127, -185
# O=C(NCCN1CCOCC1)c1ccccc1OCc1ccccc1 in the list: 1.7, 0, 4, 12, 13, 3, 20, 1

# Later entries.
canonical_smiles,CHOP UPR activ,XBP1 UPR activ,TIM10 inh,Mdm2 MdmX PPI,tim23-1 inh,tim10-1 inh,Jurkat NFkB inh,697 NFkB inh
COc1cc(CNn2cnnc2)ccc1OCC(=O)NC1CCCCC1,-2.4,3,8,15,6,4,1,11
CCC1(C)SC(NC(C)=O)=NN1C(C)=O (stereo not drawn),-0.7,-3,-11,-33,5,21,-12,4
CCN(CC)S(=O)(=O)c1cc(NC(=O)C2Cc3ccccc3C(=O)O2)ccc1C (stereo not drawn),6.1,0,26,14,25,31,-3,-23
CCOC(=O)c1c(NC(=O)c2ccn(CC)n2)sc2c1CCCC2,-0.6,5,17,-10,23,20,6,15
CCc1sc(C(=O)Nc2ncccc2C)cc1C,4.0,-5,-15,-10,20,2,-16,-5
COCCNC(=O)CN(c1cc(Cl)ccc1OC)S(=O)(=O)c1ccc(C)c([N+](=O)[O-])c1,-0.2,1,22,6,-3,11,-3,7
O=C(O)CCC(=O)N1CCN(S(=O)(=O)c2cccs2)CC1,1.5,-6,6,8,6,15,9,3
Cc1ccc(NC(=O)CN(C)C(=O)Cc2ccc3c(c2)CCC3)cc1,1.6,-1,-1,10,13,12,8,10
Cc1ccc(C)c(NC(=S)Nc2ccc(S(=O)(=O)Nc3ncccn3)cc2)c1,0.6,0,10,-12,-5,2,7,18
O=C(CN1CCN(Cc2ccc(F)cc2)CC1)NCCc1ccccc1,5.3,-4,-7,-16,3,-6,9,-6
COc1ccc(C(=O)Nc2cccc(NC(=O)c3ccc(OC)c(OC)c3)n2)cc1OC,4.0,3,7,55*,15,20,41,39*
COc1ccc(Cc2nnc(SCC(=O)Nc3cc(Cl)ccc3C)[nH]c2=O)cc1,0.5,0,3,-11,13,12,-7,-4
COc1ccc(S(=O)(=O)NCCCCCC(=O)NCCCN2CCOCC2)cc1,-2.1,0,-15,14,-2,16,0,-12
O=C(NCCCl)NNc1c(Cl)cc(Cl)cc1Cl,0.2,0,14,-4,26,19,6,7
CCCS(=O)(=O)N1CCCC(C(=O)N2CCCCC2)C1 (stereo not drawn),0.0,-2,-6,7,0,-3,3,17
CC(C)CN(CCCNC(=O)CN1N=C(c2ccc(Cl)cc2)CCC1=O)CC(C)C,-1.7,-1,-4,5,21,20,-4,-6
CCOC(=O)c1c(N)sc(=S)c2c1CCC2,0.2,-1,11,24,-1,16,-6,10
COc1ccc(CCN2C(=O)CC(Sc3ncccc3C(=O)O)C2=O)cc1OC (stereo not drawn),-2.3,1,-6,-8,-4,11,2,15
O=C(Cn1nnc(-c2ccccc2)n1)OCc1csc(-c2ccccc2)n1,1.7,-1,-1,14,-13,13,-8,20
CC1(C)CC(=O)C2=C(C1)OC(N)=C(C#N)C21CCC2(CC1)OCCO2,-0.8,-2,14,9,13,17,11,3
Cn1cc(-c2ccccc2)cc(C#N)c1=O,0.7,-3,8,-5,0,5,9,23
CSc1ccccc1NC(=O)c1ccc(Cl)s1,0.3,-2,-3,-4,29,3,-22,-16
O=C(Nc1ccc([N+](=O)[O-])cc1)N1CCN(C(=O)C2CCCO2)CC1 (stereo not drawn),4.3,-2,3,19,-6,-11,5,-23
CCN(CC)c1ccc(/C=N/NC(=O)c2c(Cl)c(C)nn2C)cc1,1.8,1,13,1,7,-5,-18,10
Cc1ccc(NC2CCCN(C(=O)c3cn4cccc(C)c4n3)C2)cc1C (stereo not drawn),-1.3,-4,6,-2,28,19,14,9
CCOc1ccc(C(=O)NCC(c2cccs2)N2CCOCC2)cc1 (stereo not drawn),-0.9,0,4,-17,5,-5,0,-22
COc1ccc(OCC(=O)N/N=C(\C)c2cc3ccccc3o2)cc1,2.6,0,10,2,-2,19,-12,-2
O=C(NCCCN1CCCC1=O)c1cccs1,-0.8,-1,-20,3,13,4,-17,19
CCC1Sc2ccc(S(=O)(=O)CCC(=O)NC3CCCCCC3)cc2NC1=O (stereo not drawn),3.6,-7,0,22,13,18,7,-5
COc1nc(N/N=C/c2ccccc2F)nc(N2CCCCC2)n1,0.8,1,20,-26,15,12,3,7
CCCCC(=O)Nc1ccc(C(=O)NCC(=O)OC)cc1,-0.7,-3,6,-39,25,9,13,14
CC(=O)N1CCN(c2ccc(NC(=O)c3cc(Cl)ccc3Cl)cc2)CC1,-0.3,1,1,5,8,-4,5,-22
COc1ccc(/C=C/C(=O)c2ccccc2)cc1Cn1nnc2ccccc21,7.8,-2,39,17,46,59*,-21,-26
Cc1ccc(O)c(/C=N/NC(=O)COc2ccc3c(C)cc(=O)oc3c2)c1,0.4,-5,10,40,10,-24,13,1
CCOC(=O)[C@@H]1[C@H]2COc3ccc(Br)cc3[C@H]2N2C(=O)N(c3ccc(C)cc3)C(=O)[C@]12C,2.2,1,3,7,14,-36,7,2
O=C(NCc1ccc2c(c1)OCO2)c1cnc2ccccn2c1=O,0.6,0,7,2,18,26,2,10
CCCCC(CC)C(=O)Nc1cc(C(=O)NCCC)ccc1N1CCC2(CC1)CC(c1cccc(Br)c1)=NO2 (stereo not drawn),1.3,-3,3,17,1,6,-13,4
